Screening data as filed in PubChem BioAssay.
CHO parental Ca: signal in parental CHO cells, OX1R antagonist counter-screen; parental CHO-K1, ATP-induced calcium, Fluo-8 fluorescence; inhibition, % at 5.6 µM; 0.63% of 330,000 active; AID 463079;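 active means inhibition above that plate's mean sample inhibition plus 3 SD, cut at about 26% in these data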;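 further: 0% = ATP-challenged DMSO wells and 100% = DMSO wells without ATP; some compounds past the cut are filed as inactive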
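Assay system: untransfected parental CHO cell line. Also added: ATP agonist challenge. Dosing: one dose, 5.6 µM nominal. Measured by: Fluo-8 fluorescence. Read-out: % inhibition. Benchmarks: ATP wells versus no-ATP DMSO wells. Repeats: no replicates.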
M1 ag: agonists of human M1 muscarinic receptor | 0.33% of 360,000 active | CHO-K1 hM1, Fluo-8 calcium fluorescence, agonist mode; 0% DMSO, 100% acetylcholine EC100 | activation, % at 3 µM | P11229 | AID 588814;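 active means activation above the run's mean compound activation plus 3 SD, cut at about 16% in these data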;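 further: peak over basal fluorescence ratio within a 140 s kinetic read after compound addition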
Target sequence (P11229 whole entry, looked up): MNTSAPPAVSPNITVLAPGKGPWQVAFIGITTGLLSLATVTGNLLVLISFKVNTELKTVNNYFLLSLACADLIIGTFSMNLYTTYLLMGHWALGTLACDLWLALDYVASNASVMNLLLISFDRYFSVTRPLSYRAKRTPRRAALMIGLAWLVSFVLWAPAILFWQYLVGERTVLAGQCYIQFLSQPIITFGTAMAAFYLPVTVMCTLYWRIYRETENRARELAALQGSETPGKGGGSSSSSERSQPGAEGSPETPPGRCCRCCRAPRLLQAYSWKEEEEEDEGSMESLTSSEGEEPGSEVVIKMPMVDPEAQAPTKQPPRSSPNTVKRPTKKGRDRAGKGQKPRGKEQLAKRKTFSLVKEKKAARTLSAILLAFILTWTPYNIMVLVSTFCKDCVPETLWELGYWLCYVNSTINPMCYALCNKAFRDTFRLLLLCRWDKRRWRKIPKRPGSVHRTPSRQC
M4 antag: blocks acetylcholine activation of human M4 receptor. P08173. CHO-hM4 cells, ACh EC80, Fluo-8 calcium fluorescence. inhibition, % at 3 µM. 0.73% of 360,000 active;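 active means inhibition above its plate's cutoff, the mean inhibition of sample wells plus 3 SD, cut at about 27% in these data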;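 further: 0% = acetylcholine EC80 with DMSO and 100% = DMSO without agonist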
M1 antag: human CHRM1 antagonism | P11229 | inhibition, % at 3 µM | CHO-K1 hM1, Fluo-8 calcium fluorescence, ACh EC80 antagonist | AID 588852 | 1.3% of 360,000 active;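 active means percent inhibition above its own plate's cutoff, namely the mean of that plate's compound wells plus 3 SD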;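 further: peak over basal fluorescence ratio during 140 s after agonist addition; 0% = ACh EC80 plus DMSO and 100% = DMSO alone without agonist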
CHRM1 PAM: human CHRM1 positive allosteric modulation; P11229; CHO-K1 hM1, Fluo-8 calcium fluorescence, ACh EC20; 0% = ACh EC20, 100% = maximal ACh; activation, % at 3 µM; 0.088% of 360,000 active; AID 588819; in the data active means activation above about 19%, passing the limit was not always enough
CHRM4 agonist: CHRM4 agonism in calcium assay; P08173; CHO-K1 hM4/Gqi5, Fluo-8 calcium fluorescence; vehicle 0%, full acetylcholine response 100%; activation, % at 3 µM; 0.14% of 360,000 active;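 active means activation above the run mean over all test wells plus 3 SD, cut at about 32% in these data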;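 further: peak over basal fluorescence ratio per well then scaled between controls; 0% = DMSO wells and 100% = acetylcholine at EC100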
OXTR potentiator: potentiators of human oxytocin receptor; AID 2445; activation, % at 3 µM; CHO-OTR cells, Fluo-8 calcium fluorescence, potentiator mode; 0% = oxytocin EC15, 100% = EC100; P30559; 0.061% of 320,000 active;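 active means activation above that plate's cutoff, the mean activation of tested compounds plus 3 SD, cut at about 6.6% in these data, passing the limit was not always enough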;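 further: 100% uses oxytocin at 75 nM as the full agonist control; some results filed as inactive read as strong as hits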
Target sequence (P30559 whole entry, looked up): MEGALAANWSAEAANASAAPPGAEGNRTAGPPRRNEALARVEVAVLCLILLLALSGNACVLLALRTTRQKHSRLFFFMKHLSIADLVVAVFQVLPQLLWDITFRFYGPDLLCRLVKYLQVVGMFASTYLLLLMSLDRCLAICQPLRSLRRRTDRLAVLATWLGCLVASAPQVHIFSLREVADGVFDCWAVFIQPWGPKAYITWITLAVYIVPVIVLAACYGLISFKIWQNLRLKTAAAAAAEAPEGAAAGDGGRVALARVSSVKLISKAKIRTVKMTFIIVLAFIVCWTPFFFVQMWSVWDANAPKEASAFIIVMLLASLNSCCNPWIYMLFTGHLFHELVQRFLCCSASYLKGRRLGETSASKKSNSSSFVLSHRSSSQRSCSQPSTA
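Assay system: CHO-OTR cells, human receptor / Also added: oxytocin at about EC15, sub-maximal agonist stimulus / Dosing: single dose, 3.0 µM nominal final compound concentration / Incubation: 6 min pre-incubation, 100 s read / Technique: Fluo-8 calcium dye fluorescence / Read-out: % activation vs EC15 and EC100 oxytocin / Benchmarks: EC15 oxytocin low, 75 nM oxytocin high / Replicates: singlicate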
CHO-K1 Ca antag: M1 antagonist counterscreen hit in parental CHO-K1 cells | ATP-induced calcium, Fluo-8 fluorescence | inhibition, % at 3 µM | 0.6% of 360,000 active | AID 602250;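 active means inhibition above a per-plate cutoff, the plate's mean sample inhibition plus 3 SD, cut at about 24% in these data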;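 further: 0% = DMSO plus EC80 ATP and 100% = DMSO alone without ATP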
CHO-K1 Ca ag: counter-screen for M1 agonists: effect in parental CHO-K1 cells; 0.48% of 360,000 active; AID 602248; activation, % at 3 µM; Fluo-8 calcium fluorescence; scaled to maximal ATP response, vehicle zero; in the data active means activation above about 15%;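 further: untransfected CHO-K1 host cells lacking M1 receptor as counterscreen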
An asterisk follows results filed as active; x = no result given.

Start of the data: the first nine entries, ahead of the listing:
SMILES | CHO parental Ca | M1 ag | M4 antag | M1 antag | CHRM1 PAM | CHRM4 agonist | OXTR potentiator | CHO-K1 Ca antag | CHO-K1 Ca ag
CCc1nnc(SCC(=O)Nc2nc(C)c(C(=O)N(C)C)s2)n1CC | 2 | -4 | 10 | -8 | 9 | 0 | -11 | 3 | 0.8
Cc1cc(C)n2nc(C(=O)OCC(=O)N(C)C3CCCCC3)nc2n1 | -4 | -2 | -8 | -10 | 5 | 1 | -1 | -2 | 1.4
CO/N=C/c1cccn1-c1nccc(N(C)C)c1C#N | 1 | -7 | 5 | -8 | 13 | 2 | -4 | -10 | 0.0
CC(C)CC(=O)N1CCN(c2ccc(NC(=O)c3ccco3)cc2)CC1 | -9 | -1 | -17 | -6 | 5 | 4 | -1 | -17 | 2.5
COC(CCN(C)C)(c1ccccc1)c1ccccc1 | -19 | -10 | 3 | 60* | -34 | 1 | -6 | -24 | 2.3
O=C(/C=C/c1ccccc1)N1CCN(c2cccc(Cl)n2)CC1 | -9 | -5 | 1 | 1 | 3 | 0 | 2 | -1 | 0.5
CCOC(=O)NNC1CC(=O)N(c2ccc(OC)cc2)C1=O (stereo not given) | -18 | -3 | 5 | -6 | 5 | 1 | -4 | -8 | -0.2
CC(=O)NS(=O)(=O)c1ccc(NC(=O)NC2CCCCC2)cc1 | -6 | -3 | 4 | 5 | 3 | -1 | 1 | -1 | 0.8
CON(C)S(=O)(=O)c1cccc(C(=O)NC2CCSc3ccccc32)c1 (stereo not given) | -6 | -8 | 1 | 6 | -7 | 13 | -11 | 4 | 9.0

This part in full, previewed entries included:
SMILES | CHO parental Ca | M1 ag | M4 antag | M1 antag | CHRM1 PAM | CHRM4 agonist | OXTR potentiator | CHO-K1 Ca antag | CHO-K1 Ca ag
CCc1nnc(SCC(=O)Nc2nc(C)c(C(=O)N(C)C)s2)n1CC | 2 | -4 | 10 | -8 | 9 | 0 | -11 | 3 | 0.8
Cc1cc(C)n2nc(C(=O)OCC(=O)N(C)C3CCCCC3)nc2n1 | -4 | -2 | -8 | -10 | 5 | 1 | -1 | -2 | 1.4
CO/N=C/c1cccn1-c1nccc(N(C)C)c1C#N | 1 | -7 | 5 | -8 | 13 | 2 | -4 | -10 | 0.0
CC(C)CC(=O)N1CCN(c2ccc(NC(=O)c3ccco3)cc2)CC1 | -9 | -1 | -17 | -6 | 5 | 4 | -1 | -17 | 2.5
COC(CCN(C)C)(c1ccccc1)c1ccccc1 | -19 | -10 | 3 | 60* | -34 | 1 | -6 | -24 | 2.3
O=C(/C=C/c1ccccc1)N1CCN(c2cccc(Cl)n2)CC1 | -9 | -5 | 1 | 1 | 3 | 0 | 2 | -1 | 0.5
CCOC(=O)NNC1CC(=O)N(c2ccc(OC)cc2)C1=O (stereo not given) | -18 | -3 | 5 | -6 | 5 | 1 | -4 | -8 | -0.2
CC(=O)NS(=O)(=O)c1ccc(NC(=O)NC2CCCCC2)cc1 | -6 | -3 | 4 | 5 | 3 | -1 | 1 | -1 | 0.8
CON(C)S(=O)(=O)c1cccc(C(=O)NC2CCSc3ccccc32)c1 (stereo not given) | -6 | -8 | 1 | 6 | -7 | 13 | -11 | 4 | 9.0
Cc1ccc(-c2nc(=S)c3c(n2CC2CCCO2)CC(C)(C)OC3)cc1 (stereo not given) | -14 | -8 | 9 | -1 | 2 | 0 | -6 | -33 | -0.4
O=C(CC1CCCCC1)c1c(O)c2ccccc2oc1=O | 1 | -2 | -4 | -18 | 14 | 1 | -3 | 7 | 0.7
O=S(=O)(/N=C(/c1ccccc1)N1CCOCC1)c1ccc(Br)cc1 | -5 | -4 | -3 | -6 | 7 | 1 | -12 | 6 | 7.7
OCC1C2c3ccccc3C(c3ccccc32)C1CO (stereo not given) | -7 | -3 | 2 | -12 | 13 | 0 | 0 | 11 | 0.0
CCCC1(CCC)C(=O)NC(=NCCc2ccc(OC)c(OC)c2)NC1=O | -7 | -6 | 5 | 4 | 0 | 0 | -3 | -2 | 0.1
Cc1ccc(C(=O)O)cc1NC(=S)NCCc1ccccc1 | 1 | 0 | -8 | -11 | 7 | 0 | 1 | -9 | 0.5
CCOc1cc(NCCN2CCOCC2)c([N+](=O)[O-])cc1OCC | -7 | -5 | 20 | 4 | -4 | 1 | -3 | 18 | -0.2
O=C(NN=C1CCCC1)C(=O)Nc1cccc(C(F)(F)F)c1 | -3 | -2 | 3 | -5 | 0 | 1 | -16 | -13 | 0.8
O=C(/C=C/c1ccccc1)NC(=S)Nc1ccccc1 | -20 | -3 | -13 | 1 | -1 | 0 | -9 | 14 | -0.4
CCOC(=O)Nc1ccc(S(=O)(=O)NCc2ccccc2)cc1 | 1 | 3 | 12 | -5 | -5 | 7 | -7 | -18 | 8.6
O=S(=O)(c1ccc(OCC(O)CN2CCN(c3ccccc3)CC2)cc1)N1CCOCC1 (stereo not given) | -17 | -7 | 2 | -4 | 3 | 3 | -11 | -10 | 1.6
COc1ccc(OCC(=O)Nc2cc(C)c(Cl)cc2OC)c([N+](=O)[O-])c1 | -13 | -3 | -5 | -10 | 7 | 0 | -5 | -6 | 0.0
Cc1cc(N2CCN(C)CC2)nc2ccc(NC(=O)CCC(=O)NCCc3ccc(Cl)cc3)cc12 | x | -1 | -9 | 4 | 9 | 0 | x | 17 | -0.7
COc1cc(/C=C2\SC(=S)N(c3cccnc3)C2=O)ccc1O | 27 | 13 | 13 | 4 | 1 | 8 | -10 | 2 | 18*
CC1(C(=O)Nc2ccc3c(c2)OCO3)CCN1C(=O)Cc1ccc(-c2ccccc2)cc1 (stereo not given) | x | 7 | 27* | 38* | -17 | 13 | x | 8 | 10
O=C(Nc1cccc([N+](=O)[O-])c1)NC1CCCCCCC1 | x | 2 | 6 | 26 | -15 | 15 | x | 2 | 16*
COc1ccc(NC(=O)CSCC(=O)Nc2nnc(C3CC3)s2)cc1 | -12 | -4 | -3 | -27 | 13 | 0 | 3 | -5 | -0.3
CC1O[C@@H](OC2C(COC3OC(CO)C(O)[C@H](O)C3O)OC(OC3CC[C@]4(C)C(CC[C@@]5(C)[C@@H]4CC=C4[C@@H]6CC(C)(C)CC[C@]6(CO)C(O)C[C@]45C)C3(C)C)C(O)C2O)C(O)C(O)C1O (stereo not given in full) | -5 | -13 | 5 | 9 | -1 | 0 | 1 | 9 | 1.5
C=CCOc1ccc(/C=N/NC(=O)CN2CCCCC2)cc1OC | -10 | -5 | 2 | -12 | 10 | 0 | -5 | -4 | -0.1
O=C(CC1S/C(=N/N=C/c2c[nH]c3ccccc23)NC1=O)Nc1ccccc1 (stereo not given) | 7 | -5 | 6 | 9 | 0 | 1 | -4 | 5 | 0.1
O=C(NCCN1CCOCC1)Nc1ccc(Cl)cc1Cl | -6 | -8 | -4 | 1 | -2 | 1 | -3 | -11 | 0.0
CSc1ncccc1C(=O)Nc1nc2ccc(S(C)(=O)=O)cc2s1 | -8 | -3 | 5 | 16 | -9 | 3 | 1 | 9 | 1.8
CC(=O)Oc1cccc(C2C3=C(CC(C)(C)CC3=O)Nc3ccccc3N2C(C)=O)c1 (stereo not given) | -1 | -3 | -10 | -13 | 11 | -1 | -8 | -5 | 0.9
Cc1ccc(Nc2cc(=O)n(C)c(=O)[nH]2)cc1C | x | -2 | -7 | -15 | 13 | 2 | x | -11 | 1.2
Cc1cc(C)c2c(c1)CC(C)(C)CC2=O | x | 3 | -13 | -7 | 18 | 0 | x | -13 | 1.8
CN1CCN(C(=O)C2CCCN(S(=O)(=O)c3ccccc3)C2)CC1 (stereo not given) | -11 | -3 | -1 | 9 | -2 | 1 | -2 | -4 | 0.9
Cn1c2ccccc2c(=O)c2c(O)cccc21 | -14 | -11 | -5 | 0 | 0 | 0 | -6 | -4 | -0.4
O=C(Cn1c(Cn2c(-c3cnccn3)nc3ccccc32)nc2ccccc21)c1ccc(OC(F)(F)F)cc1 | x | x | 5 | x | x | 2 | x | -15 | 2.3
CN(N)C(=S)Nc1ccc(Cl)cc1 | -3 | -5 | -4 | -14 | 7 | 2 | -17 | -10 | 0.8
CCCCNS(=O)(=O)c1ccc2nc(-c3cccnc3)cc(C(=O)NC(C)C)c2c1 | -15 | 1 | -8 | -5 | 5 | 3 | 5 | 9 | 1.1
COc1ccc2c(c1)c1ncn(CCN3CCCC3)c(=O)c1n2C | -9 | -7 | -5 | -10 | 6 | 1 | -8 | 5 | -0.2
CC(C)Sc1nnc(NC(=O)C2CC2)s1 | 8 | -3 | -12 | -15 | 9 | 0 | -1 | -9 | 0.2
Cc1cccnc1NC(=O)c1cccc(S(=O)(=O)NCc2ccccc2)c1 | -20 | 2 | -5 | -10 | 7 | 2 | -7 | -3 | 2.4
N#Cc1ccsc1NC(=O)COC(=O)c1cc2ccccc2cc1O | -14 | 1 | -3 | -6 | 2 | 9 | -8 | 3 | 4.1
Cc1ccc(C(CNS(=O)(=O)c2ccc([N+](=O)[O-])cc2)N2CCN(C)CC2)cc1 (stereo not given) | 4 | -6 | 1 | -7 | 2 | 5 | -9 | -4 | 1.9
COc1ccc(CN([C@H](CO)CC(C)C)S(=O)(=O)N(Cc2ccccc2)[C@H](CO)CC(C)C)cc1 | 29 | 3 | 41* | 27 | -15 | 17 | -11 | -13 | -0.3
CCOC(=O)c1nsnc1NCCSC(=N)N | -4 | -11 | 3 | -2 | 6 | 1 | -11 | -9 | 1.2
COc1ccc(-c2c(-c3ccccc3)n(C)c3ccccc23)cc1 | -24 | -7 | 8 | 3 | -2 | 1 | -8 | -23 | 0.1
Cc1cc(S(=O)(=O)N2CCCC2)ccc1OCC(=O)Nc1ccccc1 | -17 | -4 | 3 | 12 | -4 | 3 | -6 | -3 | 2.7
C1=C(c2cn(-c3nc4ccccc4s3)nn2)CCCC1 | x | x | -9 | x | x | -1 | x | -16 | 0.1
Cc1cccc(Oc2cnn(C(C)(C)C)c(=O)c2Cl)c1 | -4 | 4 | -13 | 6 | -1 | 3 | -6 | -3 | 1.5
O=C1CC(C(F)(F)C(F)(F)C(F)(F)C(F)(F)F)=Nc2ccccc2N1 | -15 | -4 | -15 | -9 | 5 | 0 | -2 | -21 | -0.3
CC/C(=N/N=C(\CC)c1ccccc1)c1ccccc1 | -15 | -4 | 1 | -1 | 2 | 0 | -2 | -6 | 0.1
CC12CC(NC(=O)N1CCc1ccccc1)c1cc(Cl)ccc1O2 (stereo not given) | -15 | -2 | 10 | 7 | -8 | 2 | -7 | 8 | 0.1
Cc1nn(Cc2ccc(Cl)c(Cl)c2)c(C)c1NC(=O)c1sc2ccccc2c1Cl | -13 | -5 | -5 | 16 | -9 | 1 | -17 | 14 | 2.9
CC(=O)c1ccccc1C(=O)N1CCCC(CNC(=O)c2ccc(F)cc2)C1 (stereo not given) | x | -3 | 5 | -7 | 2 | 1 | x | -3 | 0.2

The order is random, and some 2.9% of all compounds hit somewhere here.
